Screens as filed in PubChem.
S3 lipid droplet: qHTS Assay for Lipid Storage Modulators in Drosophila S3 Cells. Drosophila S3 cells, BODIPY lipid droplet fluorescence, 18-24 h; cells fed with added oleic acid. Potency in µM for hits, for the others lipid storage change, negative = inhibition, % at the top dose, mostly 46.1 µM. actives 0.64% (n = 320,000). AID 2685, 2010; active = well fitted inhibition curve with a large enough effect in the signal ratio, with a control signal flat, not every such curve was filed as active; inconclusive = small, poorly fitted or top-dose-only effect, or effect the other way, or a change in a side signal; the % refers to the signal ratio
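Laser-scanning cytometry quantifies lipid droplet accumulation (500–530 nm total intensity; droplet/cell object ratio) in oleic acid-fed (400 uM added) Drosophila S3 cells treated with a concentration series. 20 uM Triacsin C defined 100% inhibition.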
S3 lipid droplet cell count max: also measured in S3 lipid droplet; calls as there; cell number change, %; measured here: cell count max response;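 cells counted by Cell Tracker Red CMTPX staining in the red channel; peak over a dose series mostly up to 46.1 µM; percent activity relative to internal control wells on each plate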
Starred values were filed as active, the others as inactive; i = inactive; ? = inconclusive; . = not tested or not shown. % is scaled to controls: 0 for no effect and ±100 for the full control effect; potency is read from the fitted curve at half-maximal effect. The list is partial, so the mix of outcomes need not match the whole.

Start of the data: the first 13 entries as a preview:
SMILES | S3 lipid droplet | S3 lipid droplet cell count max
CC(=O)N(CN1C(=O)C2CC=CCC2C1=O)c1cccc(Cl)c1 (stereo not drawn) | ? | .
c1ccc(CSc2nnc(-c3cccs3)o2)cc1 | 8% | -13
O=C(Nc1ccccc1N1CCN(c2ccc(F)cc2)CC1)C1CCCCC1 | ? | .
CCN(CC)c1ccc(C(=O)OCC(=O)Nc2cccc(S(=O)(=O)NC3=NCCCCC3)c2)cc1 | ? | .
CCN(CC)C(=O)c1ccc(NS(=O)(=O)c2ccc3[nH]c(=O)[nH]c3c2)cc1 | ? | .
COCCCNC(=O)c1c(F)c(F)c(F)c(F)c1F | ? | .
Cc1ccc(OCC(=O)NCCS(=O)(=O)N2CCN(c3ccccc3)CC2)cc1 | ? | .
Cc1nn(C)cc1/C=N\NC(=O)c1csc2c1CCCC2 | i | -17
CCc1nnc(NC(=O)c2cc(S(=O)(=O)N3CCCCC3)ccc2N2CCOCC2)s1 | i | .
C#CCOCCOCCOCCNc1nc(N2CCN(C(=O)CCCCCCCCCCNC(=O)[C@@H]([C@H](C)O)n3cc(C)nn3)CC2)nc(N2CCN(C(=O)CCCCCCCCCCNC(=O)[C@@H]([C@H](C)O)n3cc(C)nn3)CC2)n1 | ? | .
O=C(CN1CCN(CC(=O)Nc2ccc(F)cc2)CC1)NCC1(N2CCOCC2)CCCCC1 | ? | .
CCOC(=O)C/C(C)=N/NC(=O)CN(c1ccc(Br)cc1)S(=O)(=O)c1ccccc1 | ? | .
CC(=O)Nc1cc(C(=O)N2CCc3ccccc3C2)ccc1Sc1ccc(C)cc1 | ? | .

Main list, previewed entries included:
SMILES | S3 lipid droplet | S3 lipid droplet cell count max
CC(=O)N(CN1C(=O)C2CC=CCC2C1=O)c1cccc(Cl)c1 (stereo not drawn) | ? | .
c1ccc(CSc2nnc(-c3cccs3)o2)cc1 | 8% | -13
O=C(Nc1ccccc1N1CCN(c2ccc(F)cc2)CC1)C1CCCCC1 | ? | .
CCN(CC)c1ccc(C(=O)OCC(=O)Nc2cccc(S(=O)(=O)NC3=NCCCCC3)c2)cc1 | ? | .
CCN(CC)C(=O)c1ccc(NS(=O)(=O)c2ccc3[nH]c(=O)[nH]c3c2)cc1 | ? | .
COCCCNC(=O)c1c(F)c(F)c(F)c(F)c1F | ? | .
Cc1ccc(OCC(=O)NCCS(=O)(=O)N2CCN(c3ccccc3)CC2)cc1 | ? | .
Cc1nn(C)cc1/C=N\NC(=O)c1csc2c1CCCC2 | i | -17
CCc1nnc(NC(=O)c2cc(S(=O)(=O)N3CCCCC3)ccc2N2CCOCC2)s1 | i | .
C#CCOCCOCCOCCNc1nc(N2CCN(C(=O)CCCCCCCCCCNC(=O)[C@@H]([C@H](C)O)n3cc(C)nn3)CC2)nc(N2CCN(C(=O)CCCCCCCCCCNC(=O)[C@@H]([C@H](C)O)n3cc(C)nn3)CC2)n1 | ? | .
O=C(CN1CCN(CC(=O)Nc2ccc(F)cc2)CC1)NCC1(N2CCOCC2)CCCCC1 | ? | .
CCOC(=O)C/C(C)=N/NC(=O)CN(c1ccc(Br)cc1)S(=O)(=O)c1ccccc1 | ? | .
CC(=O)Nc1cc(C(=O)N2CCc3ccccc3C2)ccc1Sc1ccc(C)cc1 | ? | .
O=C1C(c2ccccc2)C(c2ccccc2)NC(c2ccccc2)C1c1ccccc1 (stereo not drawn) | -2% | -2
COc1ccc(C(=O)Nc2ccccc2-c2nnn(CC(=O)NCc3ccco3)n2)cc1 | ? | .
Cc1nc2cc(NC(=O)c3ccc(S(=O)(=O)N(C)c4ccccc4)cc3)ccc2o1 | i | 10
NS(=O)(=O)c1ccc(CCNC(=O)C2CCN(S(=O)(=O)c3cnc[nH]3)CC2)cc1 | ? | .
COc1ccc(/C=N/NC(=O)C[n+]2ccccc2)c(OC)c1OC | ? | .
COc1ccc(-c2ccc(SCC(=O)NCc3ccco3)nn2)cc1OC | ? | .
Cc1nn(C)c(C)c1C1C(C#N)=C(N)Oc2n[nH]c(C)c21 (stereo not drawn) | ? | .
O=C(O)CCCNC(=O)c1cncc(Br)c1 | -9% | 2
COc1ccccc1N1CCN(C(=O)C(NS(=O)(=O)c2cccs2)c2ccccc2)CC1 (stereo not drawn) | ? | .
CCOC(=O)C1=C(C)NC2=C(C(=O)c3ccccc32)C1c1cccc2ccccc12 (stereo not drawn) | 16µM* | -15*
CCn1cc(C(=O)Nc2cc(C)ccc2C)c(=O)c2ccc(C)nc21 | -10% | -16
CCOc1ccc(S(=O)(=O)NC(=O)c2ccccc2)cc1 | ? | .
CCN(CC(=O)NCc1ccc(Cl)cc1)C(=O)/C=C/c1ccccc1 | ? | .
O=C(CCCn1c(SCc2cccc([N+](=O)[O-])c2)nc2ccccc2c1=O)NCC1CCCO1 (stereo not drawn) | -4% | -12
O=C(c1cccc(C(=O)N2CCc3ccccc32)n1)N1CCc2ccccc21 | 0% | 3
Cc1ccc(S(=O)(=O)N2CCCC2C(=O)Nc2nccs2)cc1 (stereo not drawn) | 7% | -8
C=CCOc1ccc(/C=C/C(=O)OCC(=O)Nc2c(C)n(C)n(-c3ccccc3)c2=O)cc1 | 22% | .
Cc1cc(C)nc(NS(=O)(=O)c2ccc(NC(=O)CSc3nc4ccccc4[nH]3)cc2)n1 | -13% | .
CCOc1ccccc1NC(=O)CCNS(=O)(=O)c1ccc2[nH]c(=O)oc2c1 | ? | .
O=S(=O)(NCC1OCCc2ccccc21)c1ccc(S(=O)(=O)N2CCOCC2)cc1 (stereo not drawn) | ? | .
CN(Cc1cnn(C)c1)C(=O)C1CCC(=O)N(Cc2cccc(C(F)(F)F)c2)C1 (stereo not drawn) | -6% | 10
CCn1c(C(=O)Nc2ccsc2C(=O)OC)cc2sc(Cl)cc21 | 1% | 12
S=c1[nH]nc(COc2ccccc2)n1/N=C/c1cccs1 | ? | .
Cc1ccc(S(=O)(=O)/C(C#N)=C/c2c(N3CCN(Cc4ccccc4)CC3)nc3ccccn3c2=O)cc1 | ? | .
COc1ccc(NC(=O)COC(=O)C2CCN(S(=O)(=O)c3cccs3)CC2)cc1 | -2% | .
COc1ccccc1N1C(=O)CC(Sc2nc(C)cc(C)n2)C1=O (stereo not drawn) | ? | .
COc1ccc(OC)c(C(c2nnnn2C2CCCC2)N2CCN(c3ccccc3)CC2)c1 (stereo not drawn) | ? | .
CCN1C(=O)CC(N2CCN(C(c3ccccc3)c3ccccc3)CC2)C1=O (stereo not drawn) | ? | .
O=C(Cc1cccs1)N1CCCC(c2nc3c(nnn3Cc3ccc(F)cc3)c(=O)[nH]2)C1 (stereo not drawn) | ? | .
CCOC(=O)c1c(NC(=O)CSc2ncnc3ccccc23)sc(C)c1C | ? | .
Cc1cccc(-n2ncc3c(N4CCc5ccccc54)ncnc32)c1 | ? | .
Cc1cc(-c2c(C(=O)N3CCOCC3)c(C)nn2-c2ccccc2)no1 | -11% | 8
CCCS(=O)(=O)c1c(S(=O)(=O)CCC)c2cnccn2c1C(=O)c1ccc(CC)cc1 | -5% | -3
COCc1ccc([C@@H]2C[C@H]3CN(Cc4ccccc4C)C(=O)[C@]34CCCN24)o1 | 0% | 12
O=C(O)CCC(=O)N1CCN(c2cccc(Cl)c2)CC1 | -20% | 9
CC1CCN(C(=O)Cn2c(SCC(=O)Nc3nccs3)nc3ccccc32)CC1 | ? | .
Cc1ccc(S(=O)(=O)N(C)c2ccc(C)c([N+](=O)[O-])c2)cc1 | 10% | 2
COC(=O)c1cnc(N2CCOCC2)nc1C(F)(F)F | -3% | -10
CC(/C=N/NC(=O)CSc1nc(C)cc(C)n1)=C\c1ccccc1 | -30% | 7
CCN(CC)CCN(C(=O)c1ccc2c(c1)CCCC2)c1nc2ccc(OC)cc2s1 | -21% | 8
O=C1Cc2ccccc2Sc2c(OCCN3CCCCC3)cccc21 | -3% | .
O=C(Nc1ccc(N2CCOCC2)cc1)c1cnsn1 | 8% | 6
CC(C)C[C@H](NC(=O)c1nc[nH]c1C(=O)N[C@@H](CC(C)C)C(=O)OC(C)(C)C)C(=O)OC(C)(C)C | 1% | 1
O=C(NCC1CCCN(C(=O)c2cscn2)C1)c1ccc(-c2ccccc2)cc1 (stereo not drawn) | i | 3
NS(=O)(=O)c1ccc(CCNC(=O)CSc2nc3ccsc3c(=O)n2CCCCCC(=O)O)cc1 | 3% | 6
Cc1cc(C)c(C)c(S(=O)(=O)NCC(=O)NCc2ccco2)c1C | 5% | 6
CCOc1ccccc1NC(=O)Nc1ccon1 | 4% | 14

Additional results.
SMILES | S3 lipid droplet | S3 lipid droplet cell count max
COc1ccc(-c2cc3c(=O)n(CC(=O)NCc4ccccc4F)ncn3n2)cc1 | ? | .
CC(C(=O)O)n1c2ccccc2c2cn[nH]c(=O)c21 (stereo not drawn) | -12% | 2
Cc1nnsc1C(=O)NNc1ccc(Cl)cc1 | ? | .
N#CC1=C(N)Oc2c(sc3ccccc23)C1c1ccco1 (stereo not drawn) | ? | .
CCCCOC(=O)Cn1c(=O)c2c(nc(Br)n2Cc2ccccc2)n(C)c1=O | 23% | 18
C#CCOCCOCCOCCNc1nc(N2CCN(C(=O)CCCCCCCCCCNC(=O)[C@H](CCCCN)n3cc(C)nn3)CC2)nc(N2CCN(C(=O)CCCCCCCCCCNC(=O)[C@@H]([C@H](C)CC)n3cc(CCCCCN)nn3)CC2)n1 | ? | .
COc1ccccc1N1Cc2ccccc2C1 | i | -16
Cc1ccc2[nH]c(=O)c(CN(Cc3cccnc3)Cc3nnnn3CCN3CCOCC3)cc2c1 | ? | .
Cc1ccc(-c2ccc(=O)n(CC(=O)N3CCN(c4cc(Cl)ccc4C)CC3)n2)cc1 | ? | .
COC(=O)COc1cccc2c(=O)n(CC(=O)N3CCCCC3)ccc12 | 16% | .
Cc1cc2cc(CN(Cc3ccc4c(c3)OCO4)C(=O)c3ccco3)c(=O)[nH]c2cc1C | 6% | 0
COc1cc2c(cc1OC)-c1nnnn1C(C)(C)C2 | ? | .
CCCN(CCC)c1nc(N)c(C#N)c(CC#N)c1C#N | ? | .
CSc1nc2n(n1)C(c1cccc(F)c1)C(C(=O)Nc1ccc(C)cc1C)=C(C)N2 (stereo not drawn) | -3% | 18
Cc1ccc2nc(SCC(=O)NC3CCCC3)nc(=O)n2c1 | 21% | .
CN(C)CCNc1nc2sc3c(c2c(=O)n1Cc1ccccc1)CCCCC3 | ? | .
COCCN1C(=O)C(=O)/C(=C(/O)c2ccc(OC(C)C)cc2)C1c1cccnc1 (stereo not drawn) | ? | .
Cc1ccc(S(=O)(=O)Cc2ccc(C(=O)N3CCN(c4cccc(C)c4C)CC3)o2)cc1 | ? | .
COc1ccc(CCN(C)C(=O)CSc2nnnn2C)cc1OC | 15% | .
CCCn1nc(C(=O)OCC(=O)Nc2cccc(OC)c2)c2ccccc2c1=O | ? | .
C/C=C(\C)CN1CCCC(N(C)CCc2ccc(OC)c(OC)c2)C1 (stereo not drawn) | -6% | 6
CC(C)(C)NC(=O)CN(C(=O)C(=O)Nc1ccc2c(c1)OCCO2)C1CC1 | ? | .
CSCCC(NC(N)=O)C(=O)Nc1ccc(F)c(Cl)c1 (stereo not drawn) | ? | .
COc1ccc(-c2oc(NC(=O)CSc3nncn3C)c(C#N)c2-c2ccc(OC)cc2)cc1 | ? | .
Cc1ccc(NC(=O)CSc2nnc(-c3ccncc3)n2C)cc1C | -13% | .
CCN(CC)CCCNC(=O)CCC(=O)Nc1ccc2nc(N3CCC(C)CC3)cc(C)c2c1 | 0% | -24
CN(C)S(=O)(=O)c1ccc(C(=O)Nc2cccnc2)cc1 | ? | .
Cc1nnc(SCc2cccc(Oc3ccccc3)c2)n1N | i | .
Cc1ccc(S(=O)(=O)CCC(=O)Nc2nnc(-c3ccco3)o2)cc1 | ? | .
O=C(Nc1nnc(-c2cccc(F)c2)s1)Nc1ccccc1F | 8% | 18
CC(C)CN(C(=O)CCC(=O)OC(C)C(=O)Nc1cccc(C#N)c1)c1c(N)n(CC(C)C)c(=O)[nH]c1=O (stereo not drawn) | ? | .
Brc1ccc(OCCOCCN2CCOCC2)cc1 | ? | .
CCOC(=O)Cc1c(C)nc2cc(-c3ccc(C(C)(C)C)cc3)[nH]n2c1=O | i | 13
N/C(=N\O)c1ccc(Oc2ccccc2Cl)c([N+](=O)[O-])c1 | 2% | 15
COCCN(CCOC)C(=O)C1CCCN(S(=O)(=O)c2ccc(NC(=O)OC)cc2)C1 (stereo not drawn) | -3% | -10
Nn1c(Cc2cccc3ccccc23)nnc1SCC(=O)NC1CCS(=O)(=O)C1 (stereo not drawn) | ? | .
Cc1c(C#N)c(O)[nH]c(=O)c1N=Nc1ccc(Br)cc1C(=O)O | -11% | 16
Cc1cccc(N2CCN(C(c3ccccc3)c3nnnn3C(C)(C)C)CC2)c1C (stereo not drawn) | 7% | 2
COc1ccc(S(=O)(=O)N2CCN(C(=O)CN3C(=O)NC(C)(C)C3=O)CC2)cc1 | ? | .
CCCSc1nnc(Cn2c(=O)sc3ccccc32)n1-c1ccccc1 | ? | .
CCC(=O)N(CCC1(c2ccccc2OC)CCOC(C(C)C)C1)Cc1ccco1 (stereo not drawn) | -6% | -10
CC(=O)c1ccc(N2CCN(S(=O)(=O)c3ccc4c(c3)CC(=O)N4)CC2)cc1 | -2% | -16
C=CCNC(=O)c1onc(CSc2cccc(OCC)c2)c1C(=O)O | 12% | .
Cc1cc(/N=C/C=C2\N(C)c3ccccc3C2(C)C)n(CCC#N)n1 | ? | .
O=C(COc1ccc(S(=O)(=O)N2CCCC2)cc1Cl)N1CCN(c2ccccc2)CC1 | i | -11
Cc1cccc(N(CC(=O)N2CCOCC2)S(C)(=O)=O)c1C | ? | .
CSc1nc(N)nc(SCC(=O)Nc2ccc(Cl)cc2)c1C#N | ? | .
